CFTR F508del cor – correctors of CFTR F508del function in bronchial epithelial cells; CFBE cells, YFP halide quenching; stimulated with forskolin plus potentiator P3; % fluorescence drop versus neutral controls; activity (quench increase), % at 7.58 µM; 0.36% of 350,000 active; AID 720511;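 active = mean added fluorescence quench of at least 8% versus neutral control, with both replicates also reaching 8%; inconclusive = only one of the mean or replicate conditions met; inactive = mean below 8% and not both replicates reaching 8%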;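 note: cells transiently co-express mutant CFTR-F508del with the halide-sensitive YFP; corrector assay measuring rescue of mutant channel to the surface after 24 h compound exposure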
XiGFP reactiv – X-chromosome reactivation activator | XiGFP mouse fibroblasts, % GFP-positive cells imaging, 3 d; cells co-treated with 5-aza-dC sensitizer; scaled so ellipticine positive control = 100% | activation, % at 7.58 µM | 0.055% of 360,000 active | AID 743238;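 active = mean normalized replicate activation at least 10% and every replicate at or above 10%; inconclusive = only one of the two criteria met; inactive = mean below 10% and not all replicates reach 10%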;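 note: 0% = median of on-plate neutral control wells and 100% = ellipticine 6 µM median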
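Material: XiGFP fibroblasts, SV40-immortalized; Buffer or medium: DMEM containing 5-aza-dC; Compound dosing: single point; Times: 3 days compound exposure.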
EWS-Fli inh – inhibitors of EWS/Fli oncoprotein transcriptional activity | A673 NR0B1-luciferase reporter, viability-normalised | inhibition, % at 12.6 µM | 0.67% of 350,000 active;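 active = mean inhibition of at least 50% after viability correction, with every replicate also passing that limit; inconclusive = mean reaches 50% but only one of two replicates passes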;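 note: firefly luciferase signal divided by Alamar Blue viability fluorescence both relative to DMSO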
DENV2 CPE rescue – protects cells from dengue virus 2 cytopathic effect; 1.7% of 350,000 active; AID 651640; CPE inhibition, % at 9.99 µM; DENV2-infected cells, cytopathic effect rescue, plate reader; in the data active = CPE inhibition above about 20%, passing the limit was not always enough; inconclusive = no clear call, values can overlap the other calls; tested in BHK-21 cells;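 note: 0% = median of neutral control wells and 100% = median of positive control wells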
ARNT TACC3 PPI – disrupts binding between human ARNT and TACC3 | Q9Y6A5 | AlphaScreen His-ARNT PAS-B/GST-TACC3 binding, luminescence; TACC3 fragment carries E629A point mutation | inhibition, % at 9.99 µM | 0.66% of 390,000 active | AID 623870;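 active = mean inhibition of replicates at least 50% and at least half of replicates each reaching 50%; inconclusive = half or more replicates reach 50% but mean below 50%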;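 note: 0% = complete ARNT plus TACC3 wells and 100% = ARNT alone without TACC3; many hits fall short of the cut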
INS-1E GSIS act – GLuc luminescence reporter in INS-1E cells, primary screen for activators of glucose-dependent secretion of insulin | INS-1E GLuc reporter insulin secretion, 2-3 h | activation, % at 16.6 µM | 0.61% of 370,000 active | AID 743287;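 active = lowest replicate activation of at least 40%, so every replicate reaches that level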;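 note: 0% = median of neutral control wells and 100% = median of IBMX positive control wells; some compounds called inactive have numbers as strong as hits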
PAX8 inh HTS – PAX8 transcriptional activity inhibition; RMG-I TPO-luciferase reporter, SteadyGlo, 24 h; inhibition, % at 12.6 µM; 1.2% of 360,000 active; AID 652154;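 active = mean replicate inhibition at least 60% with every replicate also reaching 60%; inconclusive = only one of the two criteria is met; inactive = mean below 60% and not all replicates reaching 60%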;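 note: luciferase light reporting Pax8 driven TPO promoter activity; plate controls were median of neutral control wells for no effect and mitoxantrone controls for full effect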
ERp5 inh – inhibitors of human ERp5; Q15084; ERp5 insulin aggregation, absorbance 650 nm, 90 min; inhibition, % at 9.99 µM; 0.05% of 350,000 active; AID 651711;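 active = mean replicate inhibition above about 25%, with every replicate also reaching it, limit read from the data, passing the limit was not always enough; inconclusive = only one of those two criteria met; inactive = neither criterion met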
Target sequence (Q15084 whole entry, looked up): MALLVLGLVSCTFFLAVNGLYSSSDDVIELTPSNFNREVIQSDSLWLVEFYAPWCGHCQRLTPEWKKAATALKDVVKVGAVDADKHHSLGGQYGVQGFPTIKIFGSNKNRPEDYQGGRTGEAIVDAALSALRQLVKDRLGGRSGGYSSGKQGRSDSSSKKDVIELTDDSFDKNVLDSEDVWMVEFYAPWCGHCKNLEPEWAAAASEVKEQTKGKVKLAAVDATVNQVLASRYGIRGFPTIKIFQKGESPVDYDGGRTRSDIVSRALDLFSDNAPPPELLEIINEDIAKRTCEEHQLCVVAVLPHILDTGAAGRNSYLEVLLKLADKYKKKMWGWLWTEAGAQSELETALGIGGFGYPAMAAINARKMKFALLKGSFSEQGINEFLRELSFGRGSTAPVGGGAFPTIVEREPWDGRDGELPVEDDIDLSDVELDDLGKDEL
An asterisk follows results filed as active; ? = inconclusive; · = no result given.

SMILES	CFTR F508del cor	XiGFP reactiv	EWS-Fli inh	DENV2 CPE rescue	ARNT TACC3 PPI	INS-1E GSIS act	PAX8 inh HTS	ERp5 inh
CC(C)NC[C@H](O)COc1cccc2ccccc12	-0.7	-0.1	6	-5	·	·	0	-2
O=C(O)CC1(c2ccc(F)cc2)C2CC3CC(C2)CC1C3 (stereo not drawn)	-1.6	0.2	4	-3	-6	17	4	-2
Cc1cccc(N2C(=O)C(Cl)=C(N3CCOCC3)C2=O)c1	-32	0.0	-7	5	0	4	2	1
COc1ccc2c3c(n(C)c2c1)[C@@H](CO)N(CC1CC1)CC31CN(C(=O)Nc2ccccc2)C1	-5.7	0.2	-11	3	·	1	-6	1
O=[N+]([O-])/C=C/c1cc2ccccc2[nH]1	-1.5	0.1	33	0	0	-34	12	-1
O=C(CCCN1C(=O)/C(=C/c2cccs2)SC1=S)Nc1ccc(C(=O)O)cc1	2.6	0.0	3	3	·	-4	2	3
O=C(COC(=O)/C=C/c1ccco1)NCc1ccccc1	0.6	0.0	4	·	-6	-1	-7	-3
COc1cccc(NC(=O)CN2C(=O)CSc3ccc(S(=O)(=O)N4CCOCC4)cc32)c1	-0.4	0.0	·	-4	6	-11	4	6
Cc1occc1-c1nnc(SCC(=O)NC(C)(C)C)n1CC(C)C	·	0.0	-3	7	2	18	-2	-1
COc1ccc(CCNC(=O)c2ccc3c(c2)S(=O)(=O)N=C2CCCCCN23)cc1OC	-2.0	0.5	0	?	·	8	17	0

Results in CFTR F508del cor and EWS-Fli inh, for some of the entries so far:
smiles	CFTR F508del cor	EWS-Fli inh
O=C(O)CC1(c2ccc(F)cc2)C2CC3CC(C2)CC1C3 (stereo not drawn)	-1.6	4
CC(C)NC[C@H](O)COc1cccc2ccccc12	-0.7	6

(more compounds)
SMILES	CFTR F508del cor	XiGFP reactiv	EWS-Fli inh	DENV2 CPE rescue	ARNT TACC3 PPI	INS-1E GSIS act	PAX8 inh HTS	ERp5 inh
COc1cccc(CN(C)C(=O)c2cc(S(=O)(=O)N3CCCCCC3)ccc2OC)c1	1.7	-0.5	-4	10	·	-22	5	2
CCCCN1C(=O)C(=O)NC[C@@H]1CCCCN	-4.3	0.1	-10	8	-2	12	-11	-2
COc1ccc(-c2nc(C#N)c(N3CCN(c4ccccc4)CC3)o2)cc1	-3.9	0.0	-4	-2	-1	·	-3	3
O=C(Nc1ccc(Cl)cc1)N[C@@H]1CC[C@@H](CCn2cc(C3(O)CCCC3)nn2)O[C@H]1CO	-0.2	0.2	-4	5	7	-5	5	3
O=C(CSc1nnc(-c2ccc(S(=O)(=O)N3CCCC3)cc2)o1)NCC1CCCO1 (stereo not drawn)	-0.7	0.0	-8	-5	2	-3	-3	-1
CC(C)CC#Cc1ccc([C@@H]2[C@H]3CN(C(=O)Nc4cc(F)ccc4F)CC(=O)N3[C@H]2CO)cc1	-1.0	0.1	-3	-5	·	-6	14	-6
O=C1CS/C(=N/N=C/c2ccccc2)N1Cc1ccco1	-3.2	0.2	-18	-1	1	-14	-8	4
Cc1c(C(=O)Nc2nnc(C(F)(F)F)s2)oc2ccccc12	0.3	·	-83	7	-12	8	·	-5
Nc1cc2nc3ccccc3oc-2cc1=O	-1.1	·	5	-15	23	·	·	-5
Cc1ccc(-c2c(C(=O)NCc3ccc(F)cc3)oc(=O)c3ccccc23)cc1	·	0.1	·	·	-2	-21	-10	·
COc1ccc(-n2cc(C(=O)O)c3ccccc3c2=O)cc1	·	·	·	·	-4	-6	9	1
CN(C)C(=O)c1ccc(NC(=O)COC(=O)c2cc3c(s2)CCCCC3)cc1	-2.3	0.4	4	3	-4	-28	-22	6
Cc1cccc(OCc2nnc(SCC(=O)N3c4ccccc4CCc4ccccc43)o2)c1	4.6	0.1	15	5	2	-7	38	1
CN(C)c1cc(-c2cccc(C(F)(F)F)c2)oc(=O)c1Cl	-0.8	0.0	-80	1	1	-19	12	-5
CC(C)CNS(=O)(=O)c1cc(C(=O)OCC(=O)c2ccc3c(c2)OCCO3)c(Cl)cc1Cl	0.7	0.1	12	-10	1	10	-1	6
CC(C)NC(=O)Nc1ccc2c(c1)C(=O)N([C@H](C)CO)C[C@H](C)[C@@H](CN(C)CC1CCCCC1)O2	-0.9	0.3	-6	7	-6	7	-10	-1
CC(C)[C@H](NC(=O)N1c2ccccc2NC(=O)[C@@H]1C(C)C)C(=O)N[C@@H](Cc1ccccc1)C(=O)O	-3.2	·	-10	5	-4	·	·	4
CN1C(=O)c2cc(NC(=O)c3cscn3)ccc2OC[C@H]2O[C@H](CC(=O)N3CCCCC3)CC[C@H]21	3.1	0.7	-3	9	-12	0	0	7
C[C@H]1CCCCO[C@@H](CN(C)C)[C@@H](C)CN([C@@H](C)CO)C(=O)c2cc(NC(=O)C3CCCCC3)ccc2O1	-0.3	0.1	9	5	31	-7	-9	0
COc1cccc(NC(=O)CN2CCN(CC(=O)Nc3ccccc3Cl)CC2)c1	0.2	0.0	-4	-3	0	-26	15	2
CC(C)OC(=O)CC(=O)CSc1nc2c(c(-c3cccs3)c1C#N)CCC2	-1.6	0.0	3	·	-12	0	13	3
Cc1cccc(NS(=O)(=O)c2cccc(C(=O)N3CCN(C/C=C/c4ccccc4)CC3)c2)c1	6.6	0.2	-3	-2	-2	-15	21	5
COc1cccc(-c2ccc3c(c2)O[C@@H](CN(C)CC2CC2)[C@@H](C)CN([C@H](C)CO)S3(=O)=O)c1	0.8	0.4	9	-8	-2	22	·	-4
CC(C)C[C@@H](CO)N1CCN(Cc2ccc([N+](=O)[O-])cc2)CCC1=O	2.6	0.0	-4	0	-12	-8	-25	-2
CCCn1c(N)c(C(=O)COC(=O)COc2ccc(Cl)c(C)c2)c(=O)n(C)c1=O	1.7	0.0	0	-8	3	-8	-12	-1
C=CCN=C1SC(C)(C)C(=O)N1S(=O)(=O)c1ccc(C)cc1	-1.3	0.0	-4	11	-6	29	10	0
COc1cc(CN2CC3(CN(C(=O)Nc4cccc(F)c4)C3)c3c(n(C)c4cc(OC)ccc34)[C@@H]2CO)cc(OC)c1	-0.1	0.2	-2	-13	·	3	·	-4
Cc1c(NC(=O)c2cccc(-c3cc4ccccc4oc3=O)c2)cccc1-c1nc2ncccc2o1	·	-0.1	-21	-2	0	·	-28	-2
Cn1ccnc1SCC(=O)Nc1ccc(SC(F)F)cc1	0.8	-0.1	-132	2	7	-19	-149	2
CCCS(=O)(=O)NC(=O)C1(C)CCCN(C(=O)c2ccccc2Br)C1 (stereo not drawn)	-3.4	0.0	1	?	·	2	-3	4
CCN(CC)C(=O)C1=C(C)N(Cc2ccc(F)cc2)C(=O)C(CC(=O)NCCc2ccccn2)C1 (stereo not drawn)	4.3	-0.1	1	-1	·	10	9	2
C[C@@H]1CN([C@@H](C)CO)C(=O)c2cc(NC(=O)C3CCCCC3)ccc2O[C@@H](C)CCCCO[C@@H]1CN(C)C(=O)CCC(F)(F)F	-1.7	0.4	-5	-3	-5	-13	-3	6
CCCN(CCC)C(=O)CSc1nc2c(sc(=S)n2-c2ccc(OCC)cc2)c(=O)[nH]1	4.6	0.1	11	?	·	-22	1	-48
COc1ccccc1NC(=O)N1C[C@H]2[C@@H](c3ccccc31)[C@@H](CO)N2Cc1ccccc1F	-0.3	0.3	2	4	7	10	28	-2
CC(C)CC(=O)Nc1ccccc1N1CCN(c2ccc(F)cc2)CC1	-1.8	0.1	1	3	-4	-31	17	2
O=C(Nc1ccccc1)N1CCc2scc[n+]2-c2ccccc21	-1.7	0.0	4	-13	11	3	112*	5
Cn1cccc1C(=O)/C(C#N)=C/c1ccc(F)cc1	1.2	0.1	2	3	-4	·	20	2
O=C(C[C@H]1CC[C@@H](NC(=O)c2ccncc2)[C@@H](CO)O1)NCCc1ccncc1	2.8	-0.1	-6	2	-2	20	-14	1
COc1ccc(C(=O)NCC(=O)OCC(=O)NCc2ccc3c(c2)OCO3)cc1	0.8	0.1	7	12	-3	29	4	4
CCCc1nc2c(sc3nc4c(cc32)COC(C)(C)C4)c(=O)n1Cc1ccco1	·	·	·	9	1	-7	·	3
CC(=O)c1ccc(NC(=O)c2cc(=O)[nH]c3ccccc23)cc1	-1.5	0.0	-9	2	3	-15	7	0
COc1ccc(-c2onc(C)c2-c2cnn(-c3ccccc3)c2)c(O)c1	-0.8	0.7	8	-4	2	-4	2	4
O=C(CN1C(=O)NC2(CCCC2)C1=O)Nc1ccccc1	-0.1	0.3	-3	-1	0	-16	-6	5
CC(/C=C/c1ccccc1)=N\NC(=O)c1cc(C)[nH]n1	·	0.0	·	·	0	20	12	·
CCC(=O)Nc1ccc2c(c1)OC[C@@H](C)N(Cc1ccccc1)C[C@H](C)[C@@H](OC)CN(C)C2=O	2.8	0.0	1	-8	-3	-6	·	3
CCOC(=O)c1ccccc1NC(=O)COC(=O)C1CCCC1	-1.5	0.1	-8	10	-6	33	-20	-10
CCOc1ccc(-c2c(=O)n(OCc3nc4ccccc4[nH]3)c3ccccc3[n+]2[O-])cc1	-2.7	0.2	-37	3	2	-22	-60	5
CC1=Nc2ccccc2/C1=C\c1nc(-c2ccc(C(F)(F)F)cc2)oc1O	3.7	·	6	·	-1	-8	·	2
O=C(C1CCCC1)N1CCC(CC2CC(c3ccc(Cl)cc3)=NO2)(C(=O)NCC2CCCCC2)CC1 (stereo not drawn)	2.4	0.0	8	-9	-3	-32	8	2
Cc1cc(C)cc(N(CCC#N)C(=O)COC(=O)Cn2[nH]c(=O)c3ccccc3c2=O)c1	-3.5	0.0	12	7	2	16	-13	6
The results go on:
SMILES	CFTR F508del cor	XiGFP reactiv	EWS-Fli inh	DENV2 CPE rescue	ARNT TACC3 PPI	INS-1E GSIS act	PAX8 inh HTS	ERp5 inh
O=C(NC(=O)N1CCN(C(c2ccccc2)c2ccccc2)CC1)c1ccccc1	-0.7	0.0	10	8	-14	-52	4	3
CC(C)CNC(=O)c1cccc2c(-c3ccc(F)c(F)c3)coc12	-1.3	-0.1	-11	0	·	-13	41	3
Cc1ccc(CNc2nc(-c3cccs3)nc3ccccc23)cc1	4.7	0.2	9	5	-24	-11	18	7
CCCCC(=O)NS(=O)(=O)c1ccc(N=NN2CCCCC2)cc1	2.4	0.1	-10	·	-5	·	26	4
NNC(=S)NC1CCS(=O)(=O)C1 (stereo not drawn)	-1.1	0.3	5	2	·	-6	10	-3
O=C(N[C@@H]1CC[C@H](CC(=O)N2CCN(c3ccccc3)CC2)O[C@H]1CO)c1ccccc1	-1.8	-1.0	-5	?	30	-2	-14	-2
Nc1ncnc(Nc2c(F)cccc2F)n1	1.7	0.0	0	10	0	·	-13	4
CC(=O)Nc1ccc(S(=O)(=O)Nc2ccc3c(c2)OCCO3)cc1Cl	-3.4	0.0	4	1	0	-58	27	1
CC(Oc1ccccc1F)C(=O)/C=C/N(C)C (stereo not drawn)	-1.9	·	-2	·	-6	·	·	2
COc1ccc(CNC(=O)COC(=O)c2ccccc2C(=O)c2ccccc2)cc1	-1.4	0.0	7	·	-8	-23	8	-2
COc1ccccc1N=NNc1ccccc1OC	-3.0	0.5	20	-5	·	·	-103	-1
Cc1cccc(Cc2nnc(CCC(=O)NCc3ccncc3C)o2)c1	-1.0	0.0	-4	-3	-10	-19	3	2
O=C(Cc1ccccc1)n1nc(-c2ccccc2)nc1NCc1ccco1	1.3	-0.1	-17	-9	1	-8	-81	0
O=C(c1ccc([N+](=O)[O-])cc1)N1CCc2ccccc2C1	7.0	0.0	-14	-2	0	2	-24	0
Cc1ccc(NC(=O)C2CCN(C(=O)c3ccccc3C)CC2)nc1	2.8	0.0	0	6	3	-4	-7	-3
